Assay outcomes (PubChem BioAssay)
SRC1 inh – SRC1 coactivator transcriptional activity inhibitors, primary screen, cell-based, luminescence. Nuclear receptor coactivator 1 (Homo sapiens), Q15788. AID 588354, 2011. 0.12% of 360,000 active. inhibition, % at 3.6 µM. HEK293 GAL4-SRC1 luciferase reporter;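 active = inhibition above the campaign mean plus 3 SD, with each screening campaign given its own cutoff, cut at about 60% in these data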;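 also: 0% = DMSO treated cells and 100% = gossypol at 36 µM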
TWEAK Fn14 block – inhibitors of TWEAK-Fn14 signaling, primary screen, luciferase reporter cells, uHTS; TWEAK-stimulated Fn14 reporter cells, luciferase luminescence, 8 h; inhibition, % at 10 µM; 2% of 360,000 active; AID 1159606, 2016; in the data active = inhibition above about 50%
SRC2 inh – inhibition of GAL4-SRC2 driven luciferase reporter, primary screen, SRC2 inhibitor project, cell-based, luminescence. Nuclear receptor coactivator 2 (Homo sapiens), Q15596. HEK293 GAL4-SRC2 luciferase reporter. inhibition, % at 9 µM. 0.17% of 370,000 active. AID 651957, 2012;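 active = inhibition above the mean inhibition of all tested compounds plus 3 SD, set per campaign, cut at about 52% in these data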;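 also: 0% = DMSO treated cells and 100% = cells given Gossypol at 36 µM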
TLR9-MyD88 inh – inhibitors of TLR9-MyD88 association in cells, primary screen, cell-based, CHO, BLA complementation, fluorescence; Toll-like receptor 9 (Homo sapiens) + Myeloid differentiation primary response protein …; CCF4 FRET ratio; inhibition, % at 4.98 µM; 0.21% of 340,000 active;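 active = inhibition above the mean over all tested compounds plus 3 SD, cut at about 21% in these data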;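 also: 0% = DMSO only wells and 100% = clavulanate BLA inhibitor control wells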
LRH-1 inv ag – LRH-1 (NR5A2) inverse agonists, primary screen, cell-based, luminescence, HEK293T, StAR-luciferase reporter; AID 602396, 2012; inhibition, % at 3.6 µM; LRH-1 transfected, 24 h; 0.13% of 360,000 active; Nuclear receptor subfamily 5 group A member 2 (Homo sapiens), O00482;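 active = inhibition above the mean inhibition of all tested compounds plus 3 SD, cut at about 73% in these data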;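 also: 0% = DMSO wells and 100% = reporter-only cells lacking LRH-1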
NOD2 RIPK2 PPI – NOD2-RIPK2 binding disruptors in cells, primary screen, fluorescence, CHO cells, BLA complementation | CCF4 ratio | 0.38% of 360,000 active | inhibition, % at 4.98 µM | Receptor-interacting serine/threonine-protein kinase 2 (Homo sapiens), O43353; in the data active = inhibition above about 21%;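 also: 0% = vehicle only and 100% = reference blocker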
Target sequence (O43353 whole entry, looked up): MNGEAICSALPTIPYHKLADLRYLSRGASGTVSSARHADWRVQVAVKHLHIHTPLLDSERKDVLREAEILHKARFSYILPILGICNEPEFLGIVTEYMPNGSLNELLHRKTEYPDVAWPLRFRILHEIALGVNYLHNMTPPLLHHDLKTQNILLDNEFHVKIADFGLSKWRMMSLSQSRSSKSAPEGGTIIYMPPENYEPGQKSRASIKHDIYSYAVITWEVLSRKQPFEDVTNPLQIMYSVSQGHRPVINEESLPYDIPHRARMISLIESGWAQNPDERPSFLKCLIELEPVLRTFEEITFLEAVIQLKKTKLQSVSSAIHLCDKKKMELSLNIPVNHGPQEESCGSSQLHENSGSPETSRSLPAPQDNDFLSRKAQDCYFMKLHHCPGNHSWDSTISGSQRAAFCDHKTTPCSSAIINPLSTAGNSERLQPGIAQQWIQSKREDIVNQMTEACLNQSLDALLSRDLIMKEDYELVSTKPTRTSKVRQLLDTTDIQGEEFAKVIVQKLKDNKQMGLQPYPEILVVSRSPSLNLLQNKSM
NR2F2 inh – NR2F2 transcriptional activity inhibitors, primary screen, cell-based, luciferase reporter, HEK293T, luminescence; HEK293T NGFI-A luciferase reporter; inhibition, % at 8.6 µM; 0.7% of 370,000 active; AID 686940, 2013;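 active = inhibition above a per-plate cutoff, mean inhibition of test wells between control levels plus 3 SD, cut at about 38% in these data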;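 also: cells cotransfected with COUP-TFII expression vector driving the NGFI-A reporter; 0% = median of COUP-TF2 test wells and 100% = reporter-only cells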
Target sequence (P24468 whole entry, looked up): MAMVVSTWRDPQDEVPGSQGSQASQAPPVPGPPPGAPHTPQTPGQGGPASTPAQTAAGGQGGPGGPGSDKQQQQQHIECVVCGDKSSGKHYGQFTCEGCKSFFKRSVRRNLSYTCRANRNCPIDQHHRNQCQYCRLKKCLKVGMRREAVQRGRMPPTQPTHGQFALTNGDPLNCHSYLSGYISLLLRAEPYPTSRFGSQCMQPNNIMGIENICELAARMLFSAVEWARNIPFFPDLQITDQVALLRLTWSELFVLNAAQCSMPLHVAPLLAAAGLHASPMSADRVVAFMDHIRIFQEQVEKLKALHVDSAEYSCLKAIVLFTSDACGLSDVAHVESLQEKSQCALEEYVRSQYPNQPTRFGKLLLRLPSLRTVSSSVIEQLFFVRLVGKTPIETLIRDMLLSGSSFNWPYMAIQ
SRC3 inh – SRC3 coactivator transcriptional activity inhibitors, primary screen, cell-based, luminescence. Nuclear receptor coactivator 3 (Homo sapiens), Q9Y6Q9. HEK293 GAL4-SRC3 luciferase reporter. inhibition, % at 3.6 µM. 0.17% of 360,000 active;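 active = inhibition above a per-campaign cutoff, the mean of all compounds plus 3 SD, cut at about 60% in these data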;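 also: 0% = DMSO-treated cells and 100% = gossypol-treated cells at 36 µM; higher means less SRC3-driven luciferase light from the GAL4 reporter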
C8 TRAIL sens – viability loss with TRAIL in NB7+C8 cells, primary screen, TRAIL sensitizer project, cell-based, ATPlite luminescence. AID 624354, 2012. 1% of 360,000 active. inhibition (viability loss, TRAIL sensitization), % at 10 µM;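 active = compounds causing at least 50% loss of cell viability in the single-dose screen, relative to plate controls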
TROY signal inh – inhibitors of TROY-driven NF-kB signaling, primary screen, Q293 LMP1-TROYcd cells, NF-kB luciferase, uHTS | Q293 LMP1-TROYcd NF-kB luciferase reporter, 4 h | inhibition, % at 10 µM | 0.98% of 360,000 active | AID 1347056, 2019;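 active = compounds whose plate-normalised and pattern-corrected inhibition of the luciferase reporter signal at the single screening dose is 50% or more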
LMP1 NFkB inh – EBV LMP1-driven NF-kappaB luciferase reporter inhibitors, primary screen, cell-based, luminescence, single point; inhibition, % at 12.5 µM; 0.69% of 350,000 active; LMP1-induced NF-kappaB luciferase reporter cells; AID 504558, 2011; in the data active = inhibition above about 41%;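 also: 0% = neutral control wells and 100% = reference inhibitor control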
Numbers without * were called inactive; nt = no result given. An excerpt. The share of hits here may be higher or lower than overall.

SMILES	SRC1 inh	TWEAK Fn14 block	SRC2 inh	TLR9-MyD88 inh	LRH-1 inv ag	NOD2 RIPK2 PPI	NR2F2 inh	SRC3 inh	C8 TRAIL sens	TROY signal inh	LMP1 NFkB inh
O=C(NCc1ccc(F)c(F)c1)c1ccc(-c2ccc(F)c(F)c2)c2ccoc12	7	-7	-1	nt	24	5	6	12	3	7	nt
CCN(CC)C(=O)N1c2ccccc2Sc2ccccc21	-18	-33	4	-6	2	-4	5	12	10	12	3
COc1ccc(Cn2c(=O)oc3ccc(C)cc32)cc1	-16	-1	-8	0	1	2	15	9	9	3	-17
COc1ccc(/C=N/Nc2cc(C)nc3c(C)cccc23)cc1	10	-115	-63	-3	2	8	14	21	28	-71	-4
Cc1ccccc1C(=O)NC(=S)NCCc1ccccc1	4	-34	-19	-3	18	-4	4	-8	0	-5	-7
COc1ccc(S(=O)(=O)N(CC(=O)N2CCN(C)CC2)c2ccc(C)cc2)cc1OC	-2	12	4	2	12	-18	9	28	-3	2	-9
CCCCn1c(CN2CCN(c3cccc(Cl)c3)CC2)nc2c1c(=O)n(C)c(=O)n2C	-8	19	2	-12	6	0	1	-15	-2	37	17
COc1ccc(CNC(=O)c2cc(S(=O)(=O)N3CCCC3)cn2C)cc1	5	0	-12	3	8	-4	-17	14	1	-2	-11
C=CCc1cccc(/C=N/n2c(C)nnc2C)c1O	-5	3	-2	1	-8	2	1	12	0	nt	30
O=C(CCC1CCCC1)Nc1ccon1	-6	-2	11	-6	-10	-6	10	-10	-9	-6	4
CC(C)(C)C(=O)CSc1nnc(-c2cccs2)n1CC1CCCO1 (stereo unspecified)	8	-9	25	-7	1	-1	-2	18	-9	-1	6
CCn1c(CSc2nc3ccccc3s2)nnc1SCC(=O)c1ccc(O)cc1O	-9	0	-40	-5	-9	-2	3	2	-7	0	-4
O=C(Cn1cnc2c(OCc3ccccc3)ncnc21)NCc1ccccn1	14	8	-45	10	17	-10	-11	-39	11	-7	2
O=C(CNC(=O)c1ccc(Br)o1)NNC(=O)c1ccc(Cl)cc1	-6	15	14	-10	7	-4	-7	8	-26	4	-4
C=CCN(c1ccccc1C(=O)NCC(=O)OCC)S(=O)(=O)c1ccc(C)cc1	-13	3	-6	-5	-8	8	0	14	12	2	-12
CC(C)c1cc(C(=O)NNC(=S)NCc2ccco2)c(O)c(C(C)C)c1	17	3	-8	-3	22	-2	-2	16	5	-11	-2
CCOC(=O)c1ccc(NC(=O)CSc2nnc(C3CC3)n2C)cc1	5	1	-38	5	10	-4	-9	9	-1	-14	2
COc1ccc(C(C)=O)cc1COC(=O)CNC(=O)c1cc(C)cc(C)c1	2	-8	-17	0	-12	11	-25	14	3	7	3
COc1ccc(C2c3ccc(O)cc3Oc3ncn4nc(-c5ccccn5)nc4c32)cc1OC (stereo unspecified)	0	4	-26	0	17	-9	-20	5	-2	9	8
CC(C)OCc1c(C(=O)OC/C(O)=C(\C#N)c2nc3ccccc3[nH]2)oc2ccccc12	-4	-16	-18	3	-5	-2	5	5	5	-11	11
Cc1ccc2nc(SCC(=O)Nc3ccccc3N3CCOCC3)c(C#N)cc2c1	0	34	-6	-6	-2	0	2	12	-9	17	13
CC(C)CC(=O)Nc1cccc(-c2cn3ccsc3n2)c1	-26	-22	-18	-4	0	-2	-5	-11	11	-6	-10
CCOCCn1ccc2c(OCC(=O)Nc3ccc(OC)c(OC)c3)cccc2c1=O	-8	9	-1	13	7	-16	9	6	7	20	19
O=C(Nc1ccc(O)cc1C(=O)O)c1cccc(Br)c1	-28	15	2	1	11	6	-13	10	2	2	6
O=C(CCNC(=O)c1ccccc1)NCCc1ccc(Cl)cc1	-6	1	-4	-4	-35	-2	1	3	23	22	-17
CCN1CCN(C(c2cccs2)C(C)NC(=O)NC2CCCCC2)CC1 (stereo unspecified)	-16	16	-3	4	-16	-2	-1	-9	-3	-5	-6
O=C(COc1ccc(Cl)cc1Cl)N(C1CCCCC1)C1CCS(=O)(=O)C1 (stereo unspecified)	-12	-3	13	9	-7	-3	-8	18	14	-2	1
O=C(COC(=O)Cn1[nH]c(=O)c2ccccc2c1=O)NNC(=O)c1ccccc1	-2	7	6	-9	10	-1	-7	-24	1	17	-3
C[C@@H](C(=O)NCc1ccccn1)[C@H]1C[C@]1(C)[C@H](NC(=O)OCc1ccccc1)c1ccccc1	-15	1	0	-3	-8	-21	-7	-23	15	0	-7
COc1ccc(-c2[nH]ncc2CN2CCCC(C(=O)c3cccc(OC)c3)C2)cc1 (stereo unspecified)	-2	5	-12	4	8	-9	21	-8	-2	-12	7
COCCNC(=S)N/N=C(\C)c1ccc2cc(OC)ccc2c1	-13	16	3	5	21	-10	13	1	-3	-33	15
Cc1ccc(NC(=O)CC2C(=O)NCCN2C(=S)Nc2ccccc2)c(C)c1 (stereo unspecified)	4	-9	0	2	36	0	-1	11	-2	9	-10
CCCCC(CCc1ccccn1)C(=O)c1ccccc1 (stereo unspecified)	-46	-27	-29	5	-19	7	-8	-29	2	-38	-13
Cc1[nH]c2ccccc2c1C(c1ccccn1)N1CCC(C)CC1 (stereo unspecified)	-1	24	-3	2	4	1	-6	-4	-6	39	-10
COc1cc(NC(=O)NCCN2CCN(c3ccccc3)CC2)cc(OC)c1OC	-2	12	-4	7	-10	-4	23	-2	3	9	9
Cc1ccc(C)c(C(=O)CSc2n[nH]c(C)n2)c1	-3	2	-11	1	-5	-1	-2	7	-11	-21	7
CNC(=O)C1(C)CCN1C(=O)c1ccccc1CCc1ccccc1 (stereo unspecified)	-1	12	5	nt	-19	0	-5	-12	-9	6	nt
O=C(CNC(=O)c1ccccc1Cl)OC1CCOC1=O (stereo unspecified)	10	1	-25	1	11	-10	5	8	-3	-3	-6
C=CCc1cccc(CNc2nc3ccccc3n2C)c1O	-34	-3	4	8	5	0	6	-3	8	-41	-11
FC(F)(F)c1cccnc1N1CCN(c2ncnc3nc[nH]c23)CC1	8	9	-1	-12	-9	-6	9	3	1	27	-1
COc1ccc(C)cc1NC(=O)C1CCCCC1C(=O)O (stereo unspecified)	-38	-14	9	-7	4	4	3	11	-14	9	6
O=C(NCc1ccco1)c1cccc(NC(=O)c2ccco2)c1	26	-4	-21	-2	35	1	-3	26	-1	7	-11
CCNC(=O)N(C)c1c(CC)nc2ccc(C(=O)Nc3cccc(OCC(=O)N(C)C)c3)cn12	-2	-2	-35	nt	2	4	9	-3	2	-2	nt
Cc1ccc(Nc2nc(N)nc(CSc3nccn3C)n2)cc1	-104	35	-21	-3	-149	-2	-70	-59	8	10	18
Cn1c(SCC(=O)Nc2cccc(NC(=O)c3cccs3)c2)nnc1-c1ccncc1	-7	3	-8	2	-16	8	2	0	2	2	-2
Cn1ccnc1SCC(=O)Nc1cccc(S(=O)(=O)N2CCCCCC2)c1	-9	2	-4	6	3	-6	-17	8	-3	-13	-6
c1cnc2ccc(C(c3nnnn3C3CCCCC3)N3CCCCC3)cc2c1 (stereo unspecified)	-10	-25	10	-3	-9	8	6	7	13	-18	8
C#CCOc1ccc(C2C3=C(CC(C)(C)CC3=O)N(CC(=O)O)C3=C2C(=O)CC(C)(C)C3)cc1	12	2	20	-2	-4	5	-21	2	12	-5	-3
Cc1ccc2c(c1)N(S(=O)(=O)c1cc(-c3cc(C)no3)ccc1C)CCO2	-41	28	6	1	11	-9	13	30	14	39	10
COc1ccc(C(=O)N(C)CC(O)c2ccccc2)cc1OC1CCN(C(C)=O)CC1 (stereo unspecified)	5	10	-3	2	-8	-9	-2	10	-5	-4	8
COc1cc(-c2nnc(-c3ccco3)o2)ccc1OCc1ccccc1	-46	-2	-36	-2	-24	-4	-20	-30	-6	-58	-1
Cc1csc2c(=O)sc(NC(=O)c3cccs3)nc12	-5	12	-2	nt	-7	-14	10	6	7	-13	-1
Cc1cc(N2CCN(C)CC2)nc2ccc(NC(=S)N3CCC4(CC3)OCCO4)cc12	4	-8	11	-4	-9	-2	-15	-3	-6	-4	3
O=C(COC(=O)c1sc2cc(F)ccc2c1Cl)Nc1ncc(Cl)cc1Cl	10	8	-6	-3	-16	-15	-2	25	-4	6	-10
CC(=O)Oc1ccc(-c2cccc(C(=O)NCCCO)c2)cc1	-6	-2	-9	2	-8	-2	-10	9	5	-6	5
CCOC(=O)C(Cc1c(F)cccc1Cl)c1ccno1 (stereo unspecified)	28	-22	14	-1	17	1	15	-1	-4	-7	-14
CCCCOC(=O)C1=C(C)Nc2ncnn2C1c1cc(OC)ccc1OC (stereo unspecified)	-49	-2	-14	2	-39	-3	-19	-9	-15	4	-3
CCOC(=O)C1CCN(c2nc3c(C)cccn3c(=O)c2/C=C(\C#N)S(=O)(=O)c2ccccc2)CC1	8	4	-30	0	3	4	-8	-21	-4	-11	0
COc1ccc(-c2noc(CCC(=O)N3CCN(c4ccccc4Cl)CC3)n2)cc1	4	-8	-20	-8	-4	-13	0	-12	-3	31	-8
C=CCn1cccc(/C=C/C(=O)c2ccc(C(C)(C)C)cc2)c1=S	-3	2	-15	1	20	7	-16	15	12	-12	-10

In another format: 2 of the compounds above
Values in the order – SRC1 inh | TWEAK Fn14 block | SRC2 inh | TLR9-MyD88 inh | LRH-1 inv ag | NOD2 RIPK2 PPI | NR2F2 inh | SRC3 inh | C8 TRAIL sens | TROY signal inh | LMP1 NFkB inh
- CCCCOC(=O)C1=C(C)Nc2ncnn2C1c1cc(OC)ccc1OC (stereo unspecified)
 : -49 | -2 | -14 | 2 | -39 | -3 | -19 | -9 | -15 | 4 | -3
- COc1ccc(-c2noc(CCC(=O)N3CCN(c4ccccc4Cl)CC3)n2)cc1
 : 4 | -8 | -20 | -8 | -4 | -13 | 0 | -12 | -3 | 31 | -8

Later entries
SMILES	SRC1 inh	TWEAK Fn14 block	SRC2 inh	TLR9-MyD88 inh	LRH-1 inv ag	NOD2 RIPK2 PPI	NR2F2 inh	SRC3 inh	C8 TRAIL sens	TROY signal inh	LMP1 NFkB inh
Cc1cc(S(=O)(=O)N2CCN(Cc3ccc4c(c3)OCO4)CC2)cc(C)c1N1CCCC1=O	-22	15	-7	-3	-1	-5	5	-5	5	21	6
O=c1[nH][nH]c2c1[C@H](c1ccc(Cl)cc1)O[C@H](C1CC1)C2	nt	-10	3	nt	-18	-12	-7	nt	-19	-19	nt
COC(=O)c1ccc(C23CC4(C2)[C@H](CN(CC2CCCCC2)[C@@H]4c2ccccc2)C3c2ccccc2)cc1 (stereo partly specified)	-2	-63	-32	-4	18	1	-3	-8	4	-3	4
CC(C)COc1cccc(C(=O)N2CCN(C(=O)c3ccco3)CC2)c1	-8	-11	-20	-22	1	-11	-19	13	-15	6	4
CC(C)(C)S(=O)N1Cc2cc(C(=O)N3CCc4ccccc4C3)nc(-c3cccc(-c4cccnc4)c3)c2[C@@H]1CCO (stereo partly specified)	-3	-2	11	nt	0	-7	16	-11	11	8	nt
